# Screens: PubChem, National Center for Advancing Translational Sciences (NCATS)
# BRCA1 expr act = increases BRCA1 expression; Potency, µM (titrated, usually from 46.1 µM), for inactives: top-dose activation, most hits filed as activators; hit rate 1.1% among 380,000; MCF7-BRCA1-FFLuc reporter, luminescence, 48 h; response scale: scaled: vehicle 0%, 10 µM genistein 100%; note: potency is the fitted concentration of half-maximal effect; nearly all actives have a fitted effect of over 80% in size; some results filed as inactive show a strong effect at the top dose
#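 Compounds are tested at multiple concentrations on MCF7 BRCA1-luciferase reporter cells seeded at 2000 per well; after 48 h, a single luminescence end-point is taken and curves fitted to the normalized data.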
# p53 reactivation = mutant p53 re-activation in reporter cells; H1299 p53-A138V BP100-luciferase reporter, luminescence, 24 h; Potency, µM (titrated, usually from 92.2 µM), for the others: at the top dose activity change, positive = activation, hits mostly activators; hit rate 0.063% among 320,000; AID 504706; note: potency is the fitted concentration of half-maximal effect; % of control where 0% means no effect; nearly all actives have a fitted effect of over 45% in size
#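 H1299 (p53-null), stable ts p53-A138V + BP100-Luc; 1000 cells/well, Opti-MEM/10% FBS; cpd 4 pt, 1:5; 24 h, 37 deg C, 5% CO2; detection reagent 10 min RT; luminescence.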
# B2AR arrestin = beta2AR (human) beta-arrestin recruitment activity. P07550. beta-arrestin recruitment to beta2AR, cell-based reporter. Potency, µM (highest dose often 46.1 µM), without a hit: top-dose activation, most hits filed as activators. hit rate 0.02% among 330,000;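 note: potency is the fitted concentration of half-maximal effect; 0% = DMSO controls and full agonism = EC100 isoproterenol or metaproterenol; nearly all actives have a fitted effect of over 65% in size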
# Target sequence (P07550 whole entry, looked up): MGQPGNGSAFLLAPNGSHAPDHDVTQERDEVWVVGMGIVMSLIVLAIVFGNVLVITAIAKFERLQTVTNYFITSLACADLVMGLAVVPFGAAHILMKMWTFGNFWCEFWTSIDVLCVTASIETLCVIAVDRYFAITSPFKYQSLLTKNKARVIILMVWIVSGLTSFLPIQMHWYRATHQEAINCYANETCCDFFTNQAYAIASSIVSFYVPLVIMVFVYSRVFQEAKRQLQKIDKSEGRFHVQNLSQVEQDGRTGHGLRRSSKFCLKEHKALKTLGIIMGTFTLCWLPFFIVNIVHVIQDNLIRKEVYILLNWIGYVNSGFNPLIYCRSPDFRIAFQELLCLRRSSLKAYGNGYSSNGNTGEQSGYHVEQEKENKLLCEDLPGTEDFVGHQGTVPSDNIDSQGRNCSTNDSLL
# a7 integrin act = activators of alpha7 integrin expression for muscular dystrophy; alpha7betagal myoblasts, beta-gal FDG fluorescence, 48 h; Potency, µM (doses to about 38.3 µM), without a hit: at the top dose activation, most hits filed as activators; hit rate 0.064% among 350,000; AID 624291;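 note: potency is the fitted concentration of half-maximal effect; 100% = response of the positive control SU9516; nearly all actives have a fitted effect of over 60% in size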
#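 Alpha7betagal+/- myoblasts (passage 13) were plated 16-24 hr, then exposed to compounds (1:260 dilution of DMSO stock) for 48 hours at 37C. After MPER lysis, β-galactosidase reporter activity was read as FDG fluorescence (ex 480/em 540) after 30 minutes.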
# ELG1 genotox = induces genotoxicity in HEK293T cells with luciferase-tagged ELG1; HEK293T ELG1-luciferase reporter, luminescence, 16 h; Potency, µM (titrated, usually from 46 µM), without a hit: at the highest dose activity change, positive = activation, actives largely listed as activators; hit rate 1.3% among 330,000; AID 504466; note: potency is the fitted concentration of half-maximal effect; % of control where 0% means no effect; nearly all actives have a fitted effect of over 60% in size
#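 HEK293T cells expressing luciferase-tagged ELG1 were treated with compound or DMSO for 16 hr at 37°C. Luciferase activity was then read after 30 min with ONE-Glo at room temperature; rising signal flags genetic stress.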
# USP2a block = inhibitors of human ubiquitin-specific protease USP2a; O75604; USP2 core, Ub-CHOP2 coupled fluorogenic reporter, 485/531; Potency, µM (titrated, usually from 38.3 µM), without a hit: at the top dose activity change, negative = inhibition, hits mostly inhibitors; hit rate 0.01% among 330,000;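 note: potency is the fitted concentration of half-maximal effect; plate controls were DMSO wells for no effect and full inhibition by NEM control for full effect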
#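 Cell-free coupled assay: 10nM USP2 core preincubated 30min RT with compound in Tris-HCl pH 8.0/CaCl2/CHAPS buffer, then 25nM Ub-CHOP2 and 25nM reporter substrate; fluorescence (Ex 485/Em 531) read after 60min RT, normalized to NEM inhibition, concentration-response curves fitted.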
# TSG101-PTAP inh = blocks PTAP/TSG101 interaction to inhibit HIV-1 budding; AID 493005; Q99816; Fluorescence polarization, FITC-PTAP peptide / Tsg101 binding; Potency, µM (titrated, usually from 115 µM), for inactives: at the highest dose activity change, negative = inhibition, hits mostly inhibitors; 340,000 tested, under 10 active; active = well fitted inhibition curve with a large enough effect in the main read-out, with a control signal flat, not every such curve was filed as active; inconclusive = small, poorly fitted or top-dose-only effect, or effect the other way, or a change in a side signal; inactive = no such curve, though single readings can be large or run the other way; note: potency is the fitted concentration of half-maximal effect; % of control where 0% means no effect
#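 Steps: Tsg101 binding domain dispensed (10 uM final), compounds pinned in DMSO, FITC-labeled PTAP-motif peptide added (50 nM final); after 20 min binding at room temperature, polarization measured.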
# Eya2 phos inh = blocks the phosphatase activity of human Eya2; O00167; recombinant Eya2, OMFP fluorescence dephosphorylation (OMFP is methylfluorescein phosphate); Potency, µM (highest dose often 76.9 µM), for the others: at the highest dose activity, negative = inhibition, most hits filed as inhibitors; hit rate 0.006% among 330,000; AID 488837; note: potency is the fitted concentration of half-maximal effect; % is set by controls: 0 for no effect and ±100 for the full control effect
# Target sequence (O00167 whole entry, looked up): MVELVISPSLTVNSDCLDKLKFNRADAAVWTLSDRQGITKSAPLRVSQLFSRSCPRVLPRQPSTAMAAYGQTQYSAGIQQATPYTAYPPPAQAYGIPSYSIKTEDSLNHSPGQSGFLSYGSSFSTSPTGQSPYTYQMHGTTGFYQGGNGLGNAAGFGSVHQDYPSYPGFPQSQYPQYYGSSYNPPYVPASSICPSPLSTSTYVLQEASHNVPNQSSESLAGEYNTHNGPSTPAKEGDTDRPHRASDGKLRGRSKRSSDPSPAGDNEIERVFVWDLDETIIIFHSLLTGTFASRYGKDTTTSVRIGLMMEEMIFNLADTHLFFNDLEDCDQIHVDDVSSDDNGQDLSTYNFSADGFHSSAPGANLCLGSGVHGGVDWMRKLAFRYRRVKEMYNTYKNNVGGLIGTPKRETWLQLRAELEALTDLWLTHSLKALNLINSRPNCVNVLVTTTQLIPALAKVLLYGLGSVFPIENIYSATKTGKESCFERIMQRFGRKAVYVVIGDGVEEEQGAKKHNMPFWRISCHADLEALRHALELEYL
#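 Eya2 protein (added as 0.2 uM solution) was preincubated with compound for 10 min at ambient temperature in 50 mM HEPES pH 7.5, 50 mM NaCl, 5 uM MgCl2, 0.05% BSA, 1 mM DTT. OMFP (added at 50 uM) then reacted 10 min; fluorescence read at 485/525 nm.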
# uPA generation = inhibitors of cell surface uPA generation; hit rate 0.31% among 330,000; Potency, µM (top dose mostly 38.3 µM), for inactives: at the highest dose activity change, negative = inhibition, hits mostly inhibitors; cell surface uPA generation assay, qHTS; AID 540303; active = well fitted inhibition curve with a large enough effect; inconclusive = small, poorly fitted or top-dose-only effect; inactive = no such curve, though single readings can be large or run the other way; tested in mouse RAW 264.7 cells; note: potency is the fitted concentration of half-maximal effect; % is set by controls: 0 for no effect and ±100 for the full control effect; nearly all actives have a fitted effect of over 55% in size
# TRPV1 ag = activates the human vanilloid receptor TRPV1; TRPV1-expressing cells, Fluo-8 calcium influx, agonist mode; activation, % at 8.33 µM; hit rate 0.19% among 320,000; Q8NER1; in the data active = activation above about 80%; inconclusive = between about 30% and that limit; note: 0% is about no effect
#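 Cells expressing TRPV1 were dye-loaded with Fluo-8 and read kinetically: 10 s baseline, 3 min after compound (agonist portion), then 2 min after EC20 capsaicin (allosteric enhancer portion). Calcium-bound dye fluorescence at 480/520 nm.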
# S-ASM inh = human S-ASM enzyme inhibition; hit rate 0.006% among 340,000; Potency, µM (highest dose often 57.5 µM), without a hit: at the top dose activity change, negative = inhibition, most hits filed as inhibitors; placental ASM, HMU-PC fluorogenic substrate, 60 min; P17405; note: potency is the fitted concentration of half-maximal effect
#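 Human placenta-derived ASM enzyme was preincubated with compound for 10 minutes at room temperature, then given fluorogenic substrate HMU-PC0 (9 uM final) for 60 minutes at 37 °C; a pH 10 stop preceded fluorescence reading at Ex 386/Em 447 nm.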
# Active calls of the source: *; ? = inconclusive; · = not tested or not shown; [ ] = dose if it differs, or a comment. Unless noted, calls come from the whole dose curve; as a rule, active = well fitted curve in the direction sought with a large enough effect; inconclusive = small, poorly fitted or top-dose-only effect, or another doubt; inactive = no such curve, though single readings can be large; an effect the other way counts as inactive or inconclusive.
SMILES,BRCA1 expr act,p53 reactivation,B2AR arrestin,a7 integrin act,ELG1 genotox,USP2a block,TSG101-PTAP inh,Eya2 phos inh,uPA generation,TRPV1 ag,S-ASM inh
CCc1ccc(NC(=O)NC(C)c2ccc3c(c2)OCO3)cc1 (configuration not stated),-3%,-3%,0.0%,27%,-1%,-2%,-3%,1%,5%,?,-1%
Cc1cc(NC(=O)Cn2nc(C(F)(F)F)c3c2CCCC3)no1,-32%,-2%,-0.2%,-5%,1%,-2%,-3%,-28%,4%,2,0%
O=C(O)C1CC=CCC1C(=O)NCCc1ccccc1 (configuration not stated),-37%,-4%,0.0%,5%,1%,3%,-3%,-5%,-1%,-2,2%
CCn1c(NC)cc(=O)n(C)c1=O,-21%,-1%,0.0%,-11%,-3%,0%,-1%,-4%,-3%,2,6%
Cc1c(-c2ccccc2)[n+](=O)c2c(n1[O-])CCC2,-12%,3%,-0.2%,-10%,-2%,2%,-6%,2%,0%,3,4%
CN(C)C1=NCCN1CCc1ccccc1,0%,0%,0.0%,-3%,-1%,1%,·,8%,-25%,-1,9%
C=CCN(Cc1cc(OC)ccc1OC)S(=O)(=O)N(C)C,-20%,2%,-0.3%,2%,-2%,3%,-2%,13%,-2%,·,4%
COc1ccccc1-c1noc2ncnc(Nc3cccc(C)c3)c12,-2%,·,-0.1%,13%,-4%,1%,-5%,-4%,0%,17,-9%
Cc1nn(Cc2ccccc2)c(C)c1NC(=O)c1cc2nc(-c3ccco3)cc(C(F)(F)F)n2n1,-3%,-5%,-0.4%,12%,-5%,0%,2%,-8%,-1%,2,54%[activator]
O=C(CN1C(=O)NC2(CCCC2)C1=O)Nc1ccc(F)cc1,3%,0%,-0.2%,12%,2%,2%,-3%,15%,3%,7,-1%

# Structures listed so far containing a CF3 group:
SMILES,BRCA1 expr act,p53 reactivation,B2AR arrestin,a7 integrin act,ELG1 genotox,USP2a block,TSG101-PTAP inh,Eya2 phos inh,uPA generation,TRPV1 ag,S-ASM inh
Cc1cc(NC(=O)Cn2nc(C(F)(F)F)c3c2CCCC3)no1,-32%,-2%,-0.2%,-5%,1%,-2%,-3%,-28%,4%,2,0%
Cc1nn(Cc2ccccc2)c(C)c1NC(=O)c1cc2nc(-c3ccco3)cc(C(F)(F)F)n2n1,-3%,-5%,-0.4%,12%,-5%,0%,2%,-8%,-1%,2,54%[activator]

# (continued)
SMILES,BRCA1 expr act,p53 reactivation,B2AR arrestin,a7 integrin act,ELG1 genotox,USP2a block,TSG101-PTAP inh,Eya2 phos inh,uPA generation,TRPV1 ag,S-ASM inh
Cc1cc(C)n(S(=O)(=O)c2cc(C(=O)O)c(Cl)cc2Cl)n1,2%,?,-0.1%,13%,1%,-2%,-1%,8%,4%,-6,7%
COc1ccc(S(=O)(=O)N2CCC(C(=O)N[C@@H](C)C(=O)NCc3cccc(OC)c3)CC2)cc1,-12%,2%,-0.1%,-4%,-2%,6%,-5%,-5%,-1%,-2,4%
O=C(OCC(=O)C12CC3CC(CC(C3)C1)C2)c1ccc(O)cc1O,14%,?,0.0%,-21%,23µM*,-11%,-2%,-28%,1%,-3,3%
Cc1noc2nc(-c3cccs3)cc(-c3nnc4n3CCCCC4)c12,·,4%,-0.1%,·,-6%,-1%,·,-11%,·,-1,·
CC1CCN(CC(=O)Nc2nc(-c3ccccc3)cs2)CC1,35%,-1%,0.3%,7%,3%,-3%,-3%,?,2%,17,-2%
CCCCn1c(N)c(C(=S)NC(=O)CC(C)C)c(=O)n(C)c1=O,-47%,-5%,-0.7%,-51%[inhibitor],-9%,-1%,-2%,-3%,-3%,-1,-1%
Cc1cccc(C(=O)Nc2cccc(C(=O)N/N=C/c3ccncc3)c2)c1,14%,-4%,-0.9%,14%,-3%,5%,-5%,6%,12%,1,-5%
Cc1ccc2nc(SCC(=O)NC3CCCc4ccccc43)[nH]c2c1 (configuration not stated),-54%,-21%,-1.1%,38%,-8%,-2%,-8%,-1%,-12%,?,1%
Cc1cc(-c2sccc2Br)nc(-n2cccc2)n1,-59%,-3%,-0.5%,28%,10%,2%,-1%,0%,3%,1,14%
CC(Cc1ccccc1)NC(=O)CSc1nc2nc3c(cc2c(=O)n1-c1ccccc1)COC(C)(C)C3 (configuration not stated),-28%,-6%,0.1%,10%,-1%,2%,-4%,17%,·,-4,-10%
CC(CN(C)C)CN1c2ccccc2Sc2ccccc21 (configuration not stated),12%,-7%,0.1%,·,?,0%,1%,22%,10%,0,4%
O=C(CCCN=C1NS(=O)(=O)c2ccccc21)OCC(=O)c1ccccc1Cl,-7%,11%,-0.2%,19%,1%,0%,-5%,13%,0%,20,-1%
Cc1ccccc1C(C(=O)NC1CCCC1)N(C(=O)Cc1cccs1)c1ccc2c(c1)OCCO2 (configuration not stated),-85%,4%,-0.1%,16%,-16%,0%,0%,-7%,-19%,?,-1%
Cc1cccc(N2CCN(S(=O)(=O)c3cnc[nH]3)CC2)c1C,-16%,0%,0.1%,15%,5%,1%,1%,-18%,19%,4,-1%
COc1ccc(/C=C2\SC(=S)N(CCC(=O)Nc3cccc(C(=O)O)c3)C2=O)cc1,-9%,?,0.0%,27%,8%,2%,-2%,-1%,-20%,3,-1%
Cc1nnc(SCC(=O)Nc2ccc3c(c2)OCCO3)n1N,-10%,5%,-0.2%,11%,-4%,8%,-2%,5%,4%,-2,0%
COc1ccc(CCNS(=O)(=O)c2ccc(C3CNC(=O)C3)cc2)cc1OC (configuration not stated),11%,-8%,9.4%,7%,0%,2%,-8%,-10%,8%,-4,2%
O=C(CCSc1nc(-c2ccco2)cc(C(F)(F)F)n1)NCc1ccccn1,1%,-5%,0.2%,-16%,3%,0%,0%,2%,9%,5,0%
CC1CCN(c2ccccc2NC(=O)c2cc([N+](=O)[O-])ccc2N2CCOCC2)CC1,-77%,·,-0.8%,-28%,-9%,4%,-3%,14%,?,21,-9%
COc1ccc(-c2nn(-c3ccccc3)cc2/C=C/C(=O)O)cc1[N+](=O)[O-],-37%,-1%,-0.2%,-20%,18%,0%,-4%,-4%,-27%,-4,8%
CC1CCN(C(=O)c2ccc(N(C)S(C)(=O)=O)cc2)CC1,-1%,13%,0.0%,-1%,9%,-1%,-4%,-21%,-5%,-1,-1%
COC(=O)c1ccc(NC(=O)CCN2C(=O)CSC2=O)cc1,0%,-6%,0.0%,-19%,-2%,3%,-5%,-4%,5%,-2,2%
CON/C=C(\C=Nc1ccc(C(F)(F)F)cc1)c1ncc(C(F)(F)F)cc1Cl,-66%,-5%,-0.8%,4%,0%,-1%,2%,-17%,4%,7,-5%
CCCCn1c(N)c(N(CC(C)C)C(=O)c2cnccn2)c(=O)[nH]c1=O,9%,-6%,-0.1%,7%,-1%,1%,-12%,13%,2%,-2,4%
O=C(c1ccccc1)N1CCN(c2ccc([N+](=O)[O-])c(NCC3CCCO3)c2)CC1 (configuration not stated),-8%,-2%,-1.1%,5%,-9%,0%,-1%,-7%,-6%,2,?
COc1ccc(C(=O)[C@H]2[C@H]3C(=O)N(c4ccc(C)cc4)C(=O)[C@H]3C3C=CC=NN32)cc1 (some centres not stated),-1%,?,-1.0%,11%,9%,-10%,-4%,11%,0%,6,2%
CCCN(CC(=O)Nc1ccccc1OC)C(=O)CCC(=O)c1ccc(F)cc1,-25%,-5%,0.1%,-19%,-1%,0%,-1%,-15%,3%,8,2%
COc1ccc(CCNC(=O)c2oc3ccccc3c2C)cc1,25%,-5%,0.4%,5%,0%,-1%,-3%,-3%,-6%,24,-2%
CC(OC(=O)CN1C(=O)c2ccccc2C1=O)C(=O)NC1CCCCC1C (configuration not stated),-4%,3%,0.0%,-10%,0%,3%,-1%,-19%,2%,3,3%
O=C(c1ccc2oc(CCCc3ccccc3)nc2c1)N1CCCC(CCCO)C1 (configuration not stated),27%,1%,-1.1%,?,2%,3%,-2%,-1%,3%,5,1%
O=C1CC(c2ccccc2)C(=O)N1c1cccc(O)c1 (configuration not stated),-6%,-10%,-0.1%,3%,1%,3%,-4%,15%,-2%,1,0%
Cc1ccc(CN(C)C(=O)CSc2nnc3n2CCCCC3)c(C)c1,-1%,1%,0.4%,19%,-3%,3%,-9%,-1%,4%,-2,5%
Cc1nc(-c2ccccc2)sc1-c1nc(-c2cccnc2)ncc1S(=O)(=O)c1ccccc1,-67%,-12%,-0.7%,0%,-3%,4%,-1%,-1%,-6%,3,-5%
S=c1[nH]nc(-c2ccncc2)n1/N=C/C(Cl)=C\c1ccccc1,74%,?,0.0%,-62%[inhibitor],-5%,-1%,-2%,-6%,?,1,0%
